Screening data from PubChem BioAssay.
RGS4-Gao reg: modulates binding of RGS4 to human Galphao | P09471 | Multiplexed bead flow cytometry; actives lie on both sides | binding response (% of control), % at 10 µM | actives 0.33% (n = 220,000) | AID 1415; in the data active = binding response below about 49% or above about 150%; inactive = in between;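 also: fluorescent Galphao activated with aluminum fluoride binding bead-coupled RGS4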
Bcl-B Bim block: disrupts Bim peptide binding to human Bcl-B; AID 951; Q9HD36; actives 0.073% (n = 190,000); inhibition, % at 10 µM; bead-based flow cytometry;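 also: 0% = tracer peptide without compound and 100% = reference inhibitor peptide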
Target sequence (Q9HD36 whole entry, looked up): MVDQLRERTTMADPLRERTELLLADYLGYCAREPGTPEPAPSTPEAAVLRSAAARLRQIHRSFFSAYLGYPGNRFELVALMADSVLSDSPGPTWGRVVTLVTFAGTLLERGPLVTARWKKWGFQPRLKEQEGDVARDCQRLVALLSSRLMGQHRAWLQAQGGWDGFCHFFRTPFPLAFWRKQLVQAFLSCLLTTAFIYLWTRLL
RGS7-Gao reg: human RGS7-Galphao interaction regulation | Multiplexed bead flow cytometry, RGS7-Galphao binding; actives lie on both sides | P09471 | binding response (% of control), % at 10 µM | actives 0.35% (n = 220,000); in the data active = binding response below about 49% or above about 150%; inconclusive = no clear call, values can overlap the other calls; inactive = in between;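 also: fluorescent Galphao held in activated GDP-AlF4 state binding bead-coupled RGS7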
ABCG2 inh: human ABCG2 inhibition, ABCB1 as counter-screen. inhibition, % at 6.6 µM. Q9UNQ0. IgMXP3 cells, JC-1 efflux, flow cytometry. actives 0.1% (n = 190,000);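 active = inhibition above 80%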;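 also: 0% = DMSO and 100% = nicardipine control wells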
Target sequence (Q9UNQ0 whole entry, looked up): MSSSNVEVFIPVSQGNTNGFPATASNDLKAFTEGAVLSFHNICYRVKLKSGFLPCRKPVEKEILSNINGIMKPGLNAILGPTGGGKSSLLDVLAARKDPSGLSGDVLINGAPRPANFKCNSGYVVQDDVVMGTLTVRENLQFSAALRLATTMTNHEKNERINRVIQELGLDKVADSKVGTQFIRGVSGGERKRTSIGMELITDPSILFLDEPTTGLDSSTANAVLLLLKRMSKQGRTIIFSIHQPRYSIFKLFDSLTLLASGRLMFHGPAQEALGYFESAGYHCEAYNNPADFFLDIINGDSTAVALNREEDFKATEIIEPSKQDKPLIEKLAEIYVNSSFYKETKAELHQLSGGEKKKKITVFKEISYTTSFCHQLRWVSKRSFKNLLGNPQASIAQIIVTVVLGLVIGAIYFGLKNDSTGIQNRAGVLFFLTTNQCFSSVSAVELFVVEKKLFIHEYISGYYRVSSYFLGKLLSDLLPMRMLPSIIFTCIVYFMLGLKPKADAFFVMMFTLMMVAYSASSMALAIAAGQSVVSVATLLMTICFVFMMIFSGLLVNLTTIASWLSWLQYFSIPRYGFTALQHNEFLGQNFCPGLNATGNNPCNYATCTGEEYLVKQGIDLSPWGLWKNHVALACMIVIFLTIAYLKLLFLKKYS
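test system = two drug-resistant human cell lines, ABCG2 and ABCB1 | amount = 3 million cells/mL final, two lines in 1:1 ratio | reagent = JC-1 transporter substrate | doses = one concentration, 6.6 µM final | incubation = 10 min at 25 °C | signal = flow cytometric JC-1 green MFI at 530 nm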
RGS8-Gao: human RGS8-Galphao interaction regulation; P09471; response (percent of control binding), % at 10 µM; actives 0.34% (n = 220,000); multiplexed bead flow cytometry, RGS8-Galphao binding; actives lie on both sides; in the data active = response below about 60% or above about 140%; inactive = in between;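 also: Galphao activated as the GDP aluminium fluoride complex binding bead-coupled RGS8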
GSH bead fluor: compound fluoresces at 488/530 nm on GSH beads; GSH beads flow cytometry, compound fluorescence 488/530 nm; hits give high values; fluorescence (KMESF) at 10 µM; actives 0.25% (n = 190,000); AID 1776; in the data active = fluorescence above about 89;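 also: glutathione beads carrying GST-tagged Bcl family fusion proteins plus one bare bead set; values are compound well signal with DMSO vehicle wells as background; inactives centre near 16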
Bcl-W Bim block: human Bim-Bcl-W interaction inhibition | actives 0.02% (n = 190,000) | inhibition, % at 10 µM | Q92843 | bead-based flow cytometry, Bim peptide-Bcl-W binding;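 also: 0% = bound tracer without compound and 100% = peptide blocker; higher means less fluorescent Bim peptide bound to Bcl-W beads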
Bim-Bcl-2: human Bim-Bcl-2 interaction inhibition; Bead-based flow cytometry, Bim peptide-Bcl-2 binding; P10415; AID 950; inhibition, % at 10 µM; actives 0.06% (n = 190,000); in the data active = inhibition above about 40%; inconclusive = no clear call, values can overlap the other calls;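 also: 0% = no compound wells with probe peptide and 100% = reference peptide inhibitor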
Target sequence (P10415 whole entry, looked up): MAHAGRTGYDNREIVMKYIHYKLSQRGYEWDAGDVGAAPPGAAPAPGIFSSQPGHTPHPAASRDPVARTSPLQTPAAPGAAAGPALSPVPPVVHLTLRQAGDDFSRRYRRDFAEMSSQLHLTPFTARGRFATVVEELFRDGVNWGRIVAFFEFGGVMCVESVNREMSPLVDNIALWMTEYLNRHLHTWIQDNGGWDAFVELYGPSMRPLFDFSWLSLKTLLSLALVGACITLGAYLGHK
ABCB1 block: inhibitors of human ABCB1 transporter, ABCG2 counter-screen; P08183; CCRF-Adr cells, JC-1 efflux, flow cytometry; inhibition, % at 6.6 µM; actives 0.067% (n = 190,000); in the data active = inhibition above about 40%;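 also: 0% = vehicle and 100% = reference inhibitor; higher value means more JC-1 retained so stronger ABCB1 efflux block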
Bim-Bcl-XL: disrupts Bim peptide binding to human Bcl-XL; inhibition, % at 10 µM; actives 0.04% (n = 190,000); AID 1007; bead flow cytometry, fluorescence
Bfl-1 Bim block: human Bim-Bfl-1 interaction inhibition; Q16548; Bead-based flow cytometry, Bim-Bfl-1 binding inhibition; inhibition, % at 10 µM; actives 0.12% (n = 190,000); AID 1008;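 also: 0% = wells without compound plus tracer and 100% = blocker peptide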
Starred values were filed as active, the others as inactive; u = inconclusive. Rule as the data show it, unless noted: active = inhibition above about 40%.

SMILES	RGS4-Gao reg	Bcl-B Bim block	RGS7-Gao reg	ABCG2 inh	RGS8-Gao	GSH bead fluor	Bcl-W Bim block	Bim-Bcl-2	ABCB1 block	Bim-Bcl-XL	Bfl-1 Bim block
CCCCNC(=O)CCn1c(=S)[nH]c2cc3c(cc2c1=O)OCO3	100	-5	106	2	100	14	-3	-3	0.4	-7	-3
CCOC(=O)CSc1nnc(CNC(=O)c2ccc([N+](=O)[O-])cc2)n1C	105	-5	104	1	102	12	-3	-3	0.4	-2	-7
Cc1ccc(-c2nc(CSc3nc4ccccc4c(=O)n3CCO)cs2)cc1	101	-6	97	-4	100	9	-3	-7	0.8	-7	-11
Cc1cc(C)c2c(CN3CCN(C/C=C/c4ccccc4)CC3)cc(=O)oc2c1	104	-6	101	0	101	5	1	-2	0.2	-2	-5
Cc1cccc(NC(=S)N(Cc2cccc(Br)c2)CC2CCC(C(=O)O)CC2)c1 (stereo not given)	101	-14	99	-2	102	19	-3	-3	-0.9	-8	-1
O=C(CN1CCN(c2ncccn2)CC1)N1CCCC1	103	-7	101	0	104	14	-4	-6	0.2	-8	-10
COc1cc2c(cc1OC)C(=O)Cc1ccc3c(c1CN(C)CC2)OCO3	96	-4	99	3	98	20	-3	-1	0.7	-3	-7
O=C(Nc1ccccc1)C1=C[C@H](C2CC2)C[C@H](OCCCCO)O1	99	-4	94	2	100	20	3	-2	1.4	0	-3
S=c1[nH]nc(COc2ccc(Cl)cc2)n1Cc1ccco1	97	-16	u	-3	96	12	-1	-1	-1.1	1	-2
CCOC(=O)C(NC(C)=O)(Nc1ccc(S(=O)(=O)Nc2ccncn2)cc1)C(F)(F)F (stereo not given)	108	-6	103	0	103	13	-4	-4	-0.3	-5	-5
Cc1cccc(C)c1NS(=O)(=O)c1ccc2c(c1)C(=O)c1ccccc1C2=O	101	-10	102	6	104	13	-5	-4	0.9	-6	-12
Cc1cc(C)c2c(=O)[nH]c(SCC(=O)c3ccc(C(C)C)cc3)nc2n1	80	5	87	1	91	41	6	5	1.0	1	2

Looked up by compound from the entries so far, two records:
SMILES	RGS4-Gao reg	Bcl-B Bim block	RGS7-Gao reg	ABCG2 inh	RGS8-Gao	GSH bead fluor	Bcl-W Bim block	Bim-Bcl-2	ABCB1 block	Bim-Bcl-XL	Bfl-1 Bim block
Cc1cccc(C)c1NS(=O)(=O)c1ccc2c(c1)C(=O)c1ccccc1C2=O	101	-10	102	6	104	13	-5	-4	0.9	-6	-12
CCCCNC(=O)CCn1c(=S)[nH]c2cc3c(cc2c1=O)OCO3	100	-5	106	2	100	14	-3	-3	0.4	-7	-3

Next compounds
SMILES	RGS4-Gao reg	Bcl-B Bim block	RGS7-Gao reg	ABCG2 inh	RGS8-Gao	GSH bead fluor	Bcl-W Bim block	Bim-Bcl-2	ABCB1 block	Bim-Bcl-XL	Bfl-1 Bim block
O=C(CSCc1cc(=O)[nH][nH]1)Nc1ccc(F)cc1	95	1	96	0	101	9	-3	-3	0.0	-3	2
C#CCNC(=O)C1=C[C@H](c2cn(C(C)=O)c3ccccc23)[C@@H](CCCO)[C@H](OCC)O1	100	-4	100	5	99	17	-2	-1	0.4	-1	-2
CSc1nc2ccccc2c(=O)n1C1CCOC(C)(C)C1 (stereo not given)	95	-5	101	2	97	56	0	-2	0.2	-1	-10
CCCCCCC(=O)N=Nc1c(O)[nH]c2ccc([N+](=O)[O-])cc12	90	-6	95	26	86	4	-4	1	0.0	-2	0
CC(=O)Nc1ccc(Oc2cc(C#N)c(C#N)cc2N2CCOCC2)cc1	98	-2	94	3	95	11	-4	-2	0.7	-2	0
CCN(C(=O)COC(=O)c1cc(S(=O)(=O)N2CCc3ccccc32)ccc1OC)C1CCS(=O)(=O)C1 (stereo not given)	104	0	111	-1	105	14	-2	0	-0.5	-1	-1
CN1C(=O)CSc2ccc(C(=O)O)cc21	94	-4	97	2	96	22	-2	0	0.4	-2	-2
COc1ccc(C(=O)N2CC3(C)CC2CC(C)(C)C3)cc1OC (stereo not given)	100	-6	97	5	101	18	-5	-3	0.8	-7	-3
CCCS(=O)(=O)N1CCC(C(=O)NCCCOC)CC1	102	0	100	15	98	28	2	1	0.5	2	4
COc1cccc(OCCCCCCN2CCOCC2)c1	100	-9	101	5	102	27	-1	-7	1.8	-4	-10
Cn1c(CN2CCCCC2)nc2cc(NC(=O)c3cccc(Br)c3)ccc21	102	-5	103	1	100	15	-1	-1	0.3	-2	-14
CCc1ccc(OCC(=O)N/N=C/c2cc([N+](=O)[O-])ccc2N2CCCCCC2)cc1	92	-11	86	25	80	15	-1	-15	1.8	-7	-6

Individual results from the entries so far.
COc1cc2c(cc1OC)C(=O)Cc1ccc3c(c1CN(C)CC2)OCO3 in Bcl-W Bim block: -3
O=C(CSCc1cc(=O)[nH][nH]1)Nc1ccc(F)cc1 in RGS7-Gao reg: 96

Further structures
SMILES	RGS4-Gao reg	Bcl-B Bim block	RGS7-Gao reg	ABCG2 inh	RGS8-Gao	GSH bead fluor	Bcl-W Bim block	Bim-Bcl-2	ABCB1 block	Bim-Bcl-XL	Bfl-1 Bim block
CC1CCCN(CCOCCSc2ccccc2)C1 (stereo not given)	96	-7	106	6	109	16	-3	-13	-0.4	-6	-6
COCCNC(=O)c1cccc(C)c1[N+](=O)[O-]	105	-12	103	1	101	21	-10	-9	0.1	-12	-19
CC(=O)c1cccc(NC(=O)NC2CC3CCCC(C2)N3CC(C)C)c1 (stereo not given)	99	-7	99	0	97	15	-6	-1	0.0	-8	-1
CCC1(CC)NC(=S)N(Nc2ccccc2)C1=O	127	-2	108	0	108	10	1	0	0.2	-2	1
CCOC(=O)NC(=O)c1cn(N(C)c2ncc(C(F)(F)F)cc2Cl)c(=O)[nH]c1=O	98	-4	u	4	100	14	0	-2	1.1	-4	-8
Cc1c(Cl)ccc2c1NC(=O)[C@]21N[C@@H](Cc2ccccc2)[C@H]2C(=O)N(c3ccc(F)cc3)C(=O)[C@H]21	101	-2	98	2	102	28	0	-4	0.2	0	-8
COc1ccc(C)cc1S(=O)(=O)N1CCOCC1	104	0	103	0	109	11	-1	-2	-0.4	-1	-9
COc1ccc(C(=O)Nc2ccc(N3CCCCC3)cc2)cc1Br	94	-4	99	11	101	10	-2	-3	-0.6	-2	-15
Cc1[nH]c2ccccc2c1C(c1ccncc1)N1CCC(C)CC1 (stereo not given)	107	0	107	8	105	25	0	-1	0.5	0	-3
COc1ccc(C(=O)OCc2csc(C)n2)c(O)c1	75	-2	98	28	89	12	-1	-3	-1.0	0	-3
COc1ccc([N+](=O)[O-])cc1NC(=O)CC1SC(=Nc2cccc(C)c2C)N(/N=C/c2cccc(OC)c2OC)C1=O (stereo not given)	96	-3	96	-2	100	10	1	0	-1.0	1	-2
O=C(COc1ccc(Cl)cc1Cl)OCC(=O)N1CCCc2ccccc21	105	8	107	4	106	10	8	4	1.0	10	6
OCCC1CN(Cc2cccn2-c2ccccn2)CCN1C1CCCC1 (stereo not given)	104	-2	102	0	104	18	0	-1	0.6	0	-3
Cn1c(-c2ccc(F)cc2)cnc1SCC(=O)NCc1ccco1	103	3	104	1	99	15	2	2	0.2	0	3
Cc1oc2c(c1C(=O)N1CCC(C)CC1)C(=O)c1ccccc1C2=O	89	-4	94	10	79	16	-4	7	2.9	-3	3
Cc1ccc(Sc2cc(N3CCOCC3)nc(-c3ccccc3)n2)cc1	100	0	105	20	100	16	1	3	1.5	0	-1
CC(C)n1c(Sc2nccn2C)nc2c1c(=O)n(C)c(=O)n2C	100	-7	100	1	101	32	-1	-10	28	-9	-18
CCc1cc([N+](=O)[O-])cc(CC)c1N	102	-22	100	5	100	47	4	-15	-0.3	-1	-11
Cc1cccc(-n2c(C)cc(/C=N\NC(=O)c3ccco3)c2C)c1	99	-1	104	6	101	15	0	1	0.1	-3	0
N#Cc1ccc(OCC(=O)NN2Cc3ccccc3C2=N)cc1	100	1	u	-1	102	10	0	-3	-0.4	0	-1
Cc1nn(-c2ccccc2)c(C)c1C(=O)OCC(=O)NC(=O)NC1CCCC1	104	0	100	2	98	12	3	-1	0.5	0	0
Cc1ccc(NC(=O)C2(NC(=O)c3cccc(N4C(=O)CSC4c4ccccc4)c3)CCCCC2)cc1 (stereo not given)	101	-4	99	4	102	10	0	0	0.6	-3	-2
CC1CN(C2CCN(S(=O)(=O)c3ccc(F)cc3)CC2)CC(C)O1 (stereo not given)	106	-2	105	1	102	26	1	-3	0.2	1	-7
O=C(c1cc(-c2cccs2)on1)N1CCOCC1	102	0	98	2	93	49	-2	2	0.4	8	-2
O=C(Nc1cccc(Cl)c1)Nc1cc(S(=O)(=O)N2CCOCC2)ccc1N1CCCC1	89	-1	102	-2	88	5	-2	3	-0.8	-3	4
O=C(Cc1sc(-c2ccccc2)nc1-c1ccccc1)Nc1ccccc1	102	-9	102	4	101	55	-1	-9	0.6	-5	-13
Cc1ccc(CSC2=Nc3ccccc3C3=NC(=O)CN23)cc1	96	-9	94	-1	96	17	-2	-2	-0.2	-2	-5
COc1ccc(C2SCC(=O)N2CC23CC4CC(CC(C4)C2)C3)cc1 (stereo not given)	100	-13	101	-3	100	26	-4	-10	-2.3	-6	-12
CCOc1ccccc1N1CCN(Cc2ccc(Br)s2)CC1	126	-1	117	6	115	12	-3	0	1.6	-2	0
O=C(NCc1n[nH]c(=S)n1-c1ccc(F)cc1)c1ccc(S(=O)(=O)N2CCOCC2)cc1	96	-8	101	0	96	10	0	-6	0.5	-3	0
Cc1ccc(NC(=O)COC(=O)CCc2ccc(S(=O)(=O)N3CCOCC3)cc2)cc1C	97	-4	101	2	100	60	-1	-3	0.4	-1	-7
CC1CC(C)(C)NC(=S)N1CCC(=O)N1CCN(Cc2ccccc2)CC1 (stereo not given)	106	-2	107	1	116	10	0	-2	0.7	-2	2
CCn1c(=S)[nH]c2nc3c(cc2c1=O)CCCC3	102	-5	95	2	100	26	-4	0	0.3	-1	0
Cc1ccc(NC(=O)COc2ccc(-n3cnnn3)cc2)cc1C	97	-1	99	2	101	18	0	9	0.1	-2	0
COCCn1c(-c2ccc(Cl)cc2)cnc1SCC(=O)NCc1cccs1	93	-3	94	5	97	45	-2	-3	0.6	-6	-4
O=C(CNC(=S)N(Cc1ccccc1)Cc1ccccc1F)NCc1ccccc1	101	0	103	6	95	13	0	1	1.1	0	4
Clc1cccc(Cl)c1Cn1nnc(-c2cccs2)n1	115	0	117	1	125	22	0	1	-0.9	0	-4
O=C(CSc1nc2ccccc2c(=O)[nH]1)c1ccc(O)c(O)c1	95	-5	91	0	97	29	-2	-9	0.0	0	-10
CCCCN(CCCC)c1nc2ccccc2nc1C(C#N)C(=O)NCCCOC (stereo not given)	99	-6	96	9	99	5	4	0	1.9	-6	-6
CCOc1cc(C(N)=O)cc(Cl)c1OCC	102	-2	u	2	100	18	-1	-1	0.1	2	-2
Cc1cc(C)n(C(=O)c2ccccc2[N+](=O)[O-])n1	102	-8	99	7	102	13	-5	-4	0.3	-6	-3
COC(=O)c1ccc(CSc2nnc(-c3c[nH]c4ccccc34)n2C)o1	105	-5	106	16	106	18	0	-4	0.8	-2	-8
NC(=O)c1sc(=S)n(-c2ccc(Br)cc2)c1N	102	-11	99	1	100	18	-3	-8	0.4	-6	-10
COc1cc(/C=N/NC(=O)CCN2CCN(Cc3ccccc3)CC2)cc(OC)c1OC	100	0	101	8	100	10	0	7	0.4	-2	9
